# GPR119 activation = off-target GPR119 activation – cell-based, PathHunter beta-arrestin, luminescence, set 2, counter-screen for GPR151 activator project, confirmation (AID 1508607); GPR119 PathHunter beta-arrestin cells, luminescence, 90 min; stronger effect = higher value; activation, % at 11.2 µM; 2,300 compounds, 0.9% hits;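 active = mean percent activation across replicates above the counterscreen hit cutoff of 9.17%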;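 note: 0% = median of sample wells and 100% = wells given EA reagent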
# GPR151 beta-arrestin = GPR151 activators, triplicate retest, confirmation, cell-based, PathHunter beta-arrestin, luminescence, set 2 (AID 1508608). 2,300 compounds, 0.9% hits. activation, % at 11.2 µM. GPR151 PathHunter beta-arrestin cells, luminescence, 90 min; stronger effect = higher value; 100% = signal from added EA reagent;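 active = mean activation across replicates above 26.72%, the hit cutoff set for this confirmation screen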;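 note: 0% = plate median of compound wells and 100% = EA reagent high control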
# * hit, by the source's call. This is a subset; rates above refer to the full screens.
# Each structure is followed by: GPR119 activation	GPR151 beta-arrestin
- CCCCOC(=O)c1ccc(N2C(=O)c3cccc([N+](=O)[O-])c3C2=O)cc1
→ -1.6	-3.4
- CCc1nnc(NS(=O)(=O)c2ccc(NC(=O)Nc3ccc(OC)cc3)cc2)s1
→ 0.0	-0.1
- O=C(Cn1c2ccccc2c(=O)c2cc(Cl)ccc21)Nc1cc(Cl)cc(Cl)c1
→ 1.4	-0.5
- COC(=O)c1sccc1NC(=S)N1CCCCC1
→ 3.2	2.0
- Cc1ccc(N=Cc2nc(-c3ccc(Br)cc3)oc2O)cc1Cl
→ -1.3	0.5
- Cc1nnc(Nc2cccc(F)c2)[nH]c1=O
→ -2.5	-3.9
- COc1cc(S(=O)(=O)N2CCCCCCC2)ccc1-n1cnnn1
→ 0.4	2.7
- COc1ccc(N(C(=O)C(C)Oc2ccccc2)C2C=CS(=O)(=O)C2)c(OC)c1 (stereo not drawn)
→ -0.9	-0.7
- O=C(Nc1ccc(S(=O)(=O)N2CCCC2)cc1)c1csc2c1CCCC2
→ -1.5	-6.0
- COc1ccc(-c2noc(CCC(=O)Nc3ccc(C)c(C)c3)n2)cc1
→ 1.9	-6.5
- COC(=O)c1ccc(/C=C2\SC(=Nc3ccc(F)cc3)NC2=O)cc1
→ 4.2	0.2
- COC(C(=O)NCC1CCC2(CCN(Cc3ccccc3)CC2)O1)c1ccccc1 (stereo not drawn)
→ 2.1	8.5
- O=C(NCSc1ccncn1)c1ccccc1
→ -1.6	9.8
- CC(=O)NCc1c(C)ncc2c1CCN(C(=O)C1CC(=O)c3ccccc31)C2 (stereo not drawn)
→ 0.0	0.8
- Fc1ccc(CSc2ncn[nH]2)cc1
→ 6.2	10

# Structures shown so far with a carbonyl joined to an NH by a bond outside any ring:
# Each structure is followed by: GPR119 activation	GPR151 beta-arrestin
- CCc1nnc(NS(=O)(=O)c2ccc(NC(=O)Nc3ccc(OC)cc3)cc2)s1
→ 0.0	-0.1
- O=C(Cn1c2ccccc2c(=O)c2cc(Cl)ccc21)Nc1cc(Cl)cc(Cl)c1
→ 1.4	-0.5
- O=C(Nc1ccc(S(=O)(=O)N2CCCC2)cc1)c1csc2c1CCCC2
→ -1.5	-6.0
- COc1ccc(-c2noc(CCC(=O)Nc3ccc(C)c(C)c3)n2)cc1
→ 1.9	-6.5
- COC(C(=O)NCC1CCC2(CCN(Cc3ccccc3)CC2)O1)c1ccccc1 (stereo not drawn)
→ 2.1	8.5
- O=C(NCSc1ccncn1)c1ccccc1
→ -1.6	9.8
- CC(=O)NCc1c(C)ncc2c1CCN(C(=O)C1CC(=O)c3ccccc31)C2 (stereo not drawn)
→ 0.0	0.8

# Going on with the list.
# Each structure is followed by: GPR119 activation	GPR151 beta-arrestin
- CC(C)(C)OC(=O)NCC(=O)NC(Cc1ccc(OCc2ccccc2)cc1)C(N)=O (stereo not drawn)
→ 1.8	3.3
- Cc1ccccc1NC(=O)c1ccc(F)c(S(=O)(=O)N2CC(C)CC(C)C2)c1 (stereo not drawn)
→ 2.1	3.5
- COc1cc(OC)c2c(c1)ncc1c(C)nn(-c3ccccc3)c12
→ 4.9	1.1
- O=C(NCCCCc1ccccc1)C(=O)Nc1ccccc1
→ -0.8	2.2
- Cc1cc2c(c(-c3ccccn3)c1)OC(CNC(=O)CC(C)(C)C)C2 (stereo not drawn)
→ 1.4	-3.2
- Cn1c(=O)c2c(SCCC3OCCO3)nc(C3CCCCC3)nc2n(C)c1=O
→ -0.1	1.0
- CCCCC/C=N\NC(=O)Cc1ccc([N+](=O)[O-])cc1
→ -3.7	-7.8
- Cc1cc(I)ccc1NC(=O)C(C)NC(=O)OCc1ccccc1 (stereo not drawn)
→ -4.5	1.0
- CC(=O)Nc1cccc(-c2nnc(SCC(=O)Nc3ccccc3)n2C)c1
→ 2.5	2.4
- O=[N+]([O-])c1ccc2nc(SCc3ccc(I)cc3)sc2c1
→ -3.1	3.1
- O=C(CSC1=Nc2ccccc2C2=NC(Cc3ccccc3)C(=O)N12)NC1CCCCC1 (stereo not drawn)
→ -2.5	-0.9
- O=C(CSc1nc(Nc2ccc3c(c2)OCO3)c2ccccc2n1)c1ccccc1
→ 8.2	9.7
- Cc1cn2c3ccccc3nc2n1CCCO
→ 1.9	4.2
- CCNC(=O)c1sc2ncnc(N3CCCCCC3)c2c1C
→ -0.1	-1.3
- CCOc1ccc(-c2cc(C(=O)N/N=C/c3ccc(O)c(OCC)c3)[nH]n2)cc1
→ -1.3	-0.8
- CCn1cnc2sc(C(=O)Nc3ccc(Cl)c(Cl)c3)c(C)c2c1=O
→ 0.9	3.6
- COc1ccccc1/C=N\NC(=O)CNc1ccccc1C
→ 1.0	-0.2
- COc1cccc(NS(=O)(=O)c2nc3nc(C)cc(C)n3n2)c1
→ 0.8	3.6
- CC(C)(C)c1ccc(C(=O)O/N=C(\N)c2ccncc2)cc1
→ 2.7	6.2
- Cc1cn(C(=O)CN2C(=O)c3ccccc3C2=O)c(C)n1
→ 0.5	2.1
- CCc1c(C)nc2c(C(=O)NCCc3ccccc3)c[nH]n2c1=O
→ -1.8	1.6
- CC1=NNC(=O)C1CCC(=O)N/N=C(\C)c1ccc(C)cc1 (stereo not drawn)
→ -4.7	-3.3
- COc1ccc(N2C(=O)CC(NCc3ccc4c(c3)OCO4)C2=O)cc1 (stereo not drawn)
→ 3.2	0.2
- O=C(CCC(=O)OCC(F)(F)C(F)F)NC1CC1
→ -1.2	-0.1
- CSc1nc2ccc(NC(=O)Cn3cnc4ccccc4c3=O)cc2s1
→ -1.6	-1.8
- O=C(CCCC1=NS(=O)(=O)c2ccccc2N1)NC1CCCC1
→ 1.4	9.6
- O=C(COc1ccc(Cl)cc1Cl)Nc1ncn[nH]1
→ -10	-10
- O=c1oc2ccccc2cc1-c1csc(Nc2ccccc2I)n1
→ 2.4	3.9
- O=C(NC(=S)Nc1ccc(S(=O)(=O)N2CCOCC2)cc1)c1cccs1
→ -0.7	-2.9
- COc1ccc(Cl)cc1NC(=O)C1c2ccccc2Oc2ccccc21
→ 3.6	-4.6
- CCCCc1ccc(-c2nc(Nc3cc(Oc4ccccc4)cc([N+](=O)[O-])c3)c3ccccc3n2)cc1
→ -3.0	0.7
- COc1ccccc1Oc1nc2c(C)cccn2c(=O)c1/C=C(\C#N)C(=O)N1CCOCC1
→ 3.6	2.7
- O=S(=O)(c1ccc(Cl)s1)N1CCN(Cc2ccccc2)CC1
→ -3.8	-6.4
- CCOc1ccc(NC(=O)C(NS(=O)(=O)c2ccc3c(c2)oc(=O)n3C)C(C)C)cc1 (stereo not drawn)
→ 0.6	-3.5
- C=CCn1c(SCC(=O)c2ccc(F)cc2)nc2sc3c(c2c1=O)CCCC3
→ 1.5	2.0
- Cc1cc(OCC(=O)Nc2sc(C)c(C)c2C(N)=O)ccc1Br
→ 3.4	5.1
- CCCNc1nc2ccccc2n2c(C)nnc12
→ -4.4	-4.8
- Cc1cc(C)n(C(=O)/C=C/c2ccc([N+](=O)[O-])cc2)n1
→ 6.8	4.0
- COc1ccc(F)cc1S(=O)(=O)NCC(c1ccc2c(c1)OCO2)N1CCOCC1 (stereo not drawn)
→ -1.2	-2.6
- Cc1nc2c(C(=O)NCCC(C)C)cnn2c(C)c1Cc1ccccc1F
→ -3.7	-2.0
- Clc1ccc(CNc2ncnc3ccccc23)cc1
→ -2.6	6.5
- CCC(C(=O)NC(C)C)n1nc(C)c2sc3ccccc3c2c1=O (stereo not drawn)
→ -2.2	0.6
- CCOC(=O)c1c(C)n(-c2ccccc2)c2c1cc(OC(=O)c1cccc(C)c1)c1ccccc12
→ -1.6	1.5
- O=C(O)c1c(CNC2CC2)c2ccccc2n1Cc1ccccc1Cl
→ -0.5	2.2
- COc1ccc(-c2cc(C(F)(F)F)n3nc(C(=O)Nc4ccc(F)c(Cl)c4)c(Cl)c3n2)cc1
→ 1.1	1.2

# 3 compounds out of the list, sorted by SMILES length, low to high:
# Each structure is followed by: GPR119 activation	GPR151 beta-arrestin
- COc1ccc(F)cc1S(=O)(=O)NCC(c1ccc2c(c1)OCO2)N1CCOCC1 (stereo not drawn)
→ -1.2	-2.6
- CCOc1ccc(NC(=O)C(NS(=O)(=O)c2ccc3c(c2)oc(=O)n3C)C(C)C)cc1 (stereo not drawn)
→ 0.6	-3.5
- CCCCc1ccc(-c2nc(Nc3cc(Oc4ccccc4)cc([N+](=O)[O-])c3)c3ccccc3n2)cc1
→ -3.0	0.7

# (next part)
# Each structure is followed by: GPR119 activation	GPR151 beta-arrestin
- COCCNC(=O)CNC(=O)Cn1cnc2sc(C)c(C)c2c1=O
→ 2.4	0.3
- CC(=O)c1sc(NC(=O)c2ccccc2[N+](=O)[O-])nc1C
→ -2.6	-3.5
- Cc1ccc(NC(=S)N(CCCN2CCOCC2)Cc2ccccn2)cc1
→ -0.2	3.4
- Cc1ccc2cc3cc(C(=O)NC4CCCC4)oc3nc2c1
→ 1.1	4.8
- O=C(CSc1nc2ccccc2s1)N1CCc2ccccc21
→ -2.1	-3.4
- O=C(Nc1nccs1)c1ccc(Br)c(S(=O)(=O)N2CCOCC2)c1
→ 0.3	0.2

# Assay outcomes (PubChem BioAssay)
